Screens from PubChem BioAssay.
Mcl1-Noxa inh – Mcl-1/Noxa binding inhibitors, primary screen, biochemical, TR-FRET, 1536-well; inhibition, % at 21.7 µM; actives 1.5% (n = 220,000); AID 1022, 2008; TR-FRET Mcl-1/Noxa peptide binding, 2 h;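 active = compounds that cut the protein-peptide binding signal by more than 50% relative to plate controls in a single-dose test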;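 also: His-tagged Mcl-1 with rhodamine Noxa BH3 peptide and terbium anti-His antibody; 0% = Mcl-1 plus Noxa peptide wells and 100% = peptide-only wells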
Target sequence (Q07820 whole entry, looked up): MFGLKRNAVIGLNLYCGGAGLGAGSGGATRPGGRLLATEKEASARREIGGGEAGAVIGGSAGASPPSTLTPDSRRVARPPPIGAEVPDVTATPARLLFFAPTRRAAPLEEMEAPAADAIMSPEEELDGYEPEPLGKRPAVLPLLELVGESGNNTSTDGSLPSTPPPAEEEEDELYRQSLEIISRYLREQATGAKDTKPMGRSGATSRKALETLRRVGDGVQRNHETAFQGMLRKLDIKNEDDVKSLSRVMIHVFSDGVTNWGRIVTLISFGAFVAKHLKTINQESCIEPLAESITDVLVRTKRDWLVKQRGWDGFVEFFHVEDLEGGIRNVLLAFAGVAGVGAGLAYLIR
Cdc42 wt GTP – modulators of GTP binding to wildtype Cdc42, primary screen, biochemical, multiplex bead flow cytometry, Bodipy-GTP; percent activity (GTP binding), % at 10 µM; GST-Cdc42 beads; actives lie on both sides; actives 0.2% (n = 190,000); Cell division control protein 42 homolog (Homo sapiens), P60953;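 active = percent activity GTP binding at least 20 points away from the 100% baseline, either down as inhibitor or up as activator; inconclusive = compound flagged as likely green fluorescent from well-wide comparison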;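 also: median bead fluorescence of bound Bodipy-FL-GTP at 100 nM; 0% = excess unlabeled GTP control and 100% = no compound control; below 100% means less GTP binding so inhibitor and above means activator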
Target sequence (P60953 whole entry, looked up): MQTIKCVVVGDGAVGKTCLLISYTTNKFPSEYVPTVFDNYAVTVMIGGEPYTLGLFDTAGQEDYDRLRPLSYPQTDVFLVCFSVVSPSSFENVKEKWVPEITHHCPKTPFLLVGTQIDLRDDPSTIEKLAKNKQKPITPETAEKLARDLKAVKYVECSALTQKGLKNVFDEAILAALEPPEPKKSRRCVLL
Avidin fluor – green autofluorescence of compounds with avidin beads – biophysical, 488/530 nm, flow cytometry, artefact control, profiling panel | actives 0.38% (n = 220,000) | compound fluorescence 488/530 nm; active compounds read high | fluorescence (KMESF) at 10 µM; in the data active = fluorescence above about 47; also: inactives centre near 10
HRas wt GTP – modulators of GTP binding to HRas wildtype, primary screen, biochemical, bead-based flow cytometry, multiplex | GTPase HRas (Homo sapiens), P01112 | GST-Ras wt beads, Bodipy-FL-GTP binding; actives lie on both sides | GTP binding activity, % at 10 µM | actives 0.14% (n = 190,000);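 active = GTP binding activity at least 20% away from the 100% baseline, either lowered as inhibitor or raised as activator; inconclusive = flagged as likely green fluorescent, judged across all proteins in the well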;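 also: 0% = unlabeled GTP competition control and 100% = no-compound control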
Target sequence (P01112 whole entry, looked up): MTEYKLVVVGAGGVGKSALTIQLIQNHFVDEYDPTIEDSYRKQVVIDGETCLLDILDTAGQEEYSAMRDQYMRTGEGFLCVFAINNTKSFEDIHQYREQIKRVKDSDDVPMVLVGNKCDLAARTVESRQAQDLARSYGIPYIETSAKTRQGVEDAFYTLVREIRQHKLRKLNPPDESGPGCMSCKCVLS
Rab7 wt modul – modulators of GTP binding to Rab7, primary screen, biochemical, wildtype, multiplex bead flow cytometry; GST-Rab7 beads, fluorescent GTP binding; actives lie on both sides; untreated = 100%, excess cold GTP = 0%; GTP binding activity (percent of control), % at 10 µM; actives 0.055% (n = 190,000); AID 758, 2007;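 active = fluorescent GTP binding to Rab7 beads changed by at least 20 points from the 100% baseline, either direction, mostly lower; inconclusive = compound itself probably fluorescent, or too few beads counted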;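 also: median green fluorescence of bound Bodipy-FL-GTP per Rab7 bead population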
Mcl1 Bid PPI – Mcl-1/Bid binding inhibitors, primary screen, biochemical, TR-FRET, 1536-well | Induced myeloid leukemia cell differentiation protein Mcl-1 (Homo sapiens), Q07820 | TR-FRET Mcl-1/Bid-Dy647 peptide binding | inhibition, % at 21.7 µM | actives 0.97% (n = 220,000);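 active = compounds that cut the binding signal by more than half at the single screening dose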;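 also: His-tagged Mcl-1 with europium anti-His antibody binding Bid BH3 peptide; 0% = Mcl-1 plus peptide wells and 100% = peptide-only wells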
Rac1 mut GTP – GTP binding modulators of activated mutant Rac1, primary screen, biochemical, bead-based flow cytometry, multiplex, fluorescent GTP; GST-Rac1 activated beads; actives lie on both sides; 100% means binding = to untreated wells; actives 0.11% (n = 190,000); percent activity (GTP binding), % at 10 µM;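 active = GTP binding at least 20 percentage points away from the 100% baseline, in either direction, so actives lie on both sides; inconclusive = Compound likely fluorescent itself, or too few beads counted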
Rac1 wt GTP bind – wildtype Rac1 GTP binding modulators, primary screen, biochemical, GST-Rac1 beads, flow cytometry, multiplex. Ras-related C3 botulinum toxin substrate 1 (Homo sapiens), P63000. fluorescent GTP binding; actives lie on both sides; 0 = cold GTP competed, 100 = untreated. GTP binding activity (% of control), % at 10 µM. actives 0.27% (n = 190,000). AID 757, 2007;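 active = GTP binding activity at least 20 points away from the 100% control level, either lower or higher; inconclusive = compound flagged as likely green fluorescent, judged across all proteins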
Rab2 wt GTP – modulators of GTP binding to Rab2A wildtype, primary screen, biochemical, dog, bead-based flow cytometry, multiplex; Ras-related protein Rab-2A (Canis lupus familiaris), P61105; GST-Rab2 wt beads, Bodipy-GTP binding; GTP binding activity, % at 10 µM; actives 0.19% (n = 190,000); AID 760, 2007;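 active = GTP binding activity at least 20 points away from 100%, either lowered or raised; inconclusive = signal likely due to the compound's own green fluorescence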;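 also: 0% = beads with excess unlabeled GTP and 100% = no-compound control corrected for plate trend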
Pf gametocyte – late stage P. falciparum gametocyte viability inhibitors, primary screen, ATP luminescence, HTS; P. falciparum stage V gametocytes, 24 h; inhibition, % at 10.9 µM; actives 0.065% (n = 150,000); AID 743093, 2013;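 active = inhibition above the mean plus 3 SD of compounds within the control limits, set per campaign, cut at about 38% in these data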;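 also: 0% = DMSO wells and 100% = medium only without gametocytes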
GSH bead fluor – compound fluorescence on glutathione beads, profiling panel, artefact control, biophysical, 488/530 nm, flow cytometry; fluorescence (KMESF) at 10 µM; actives 0.25% (n = 190,000); AID 1776, 2009; GSH beads flow cytometry, compound fluorescence 488/530 nm; active compounds read high; in the data active = fluorescence above about 89;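 also: glutathione beads carrying GST-tagged Bcl family fusion proteins plus one bare bead set; values are compound well signal with DMSO vehicle wells as background; inactives centre near 16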
An asterisk follows results filed as active; ? = inconclusive; / = no result given.

No.	mol	Mcl1-Noxa inh	Cdc42 wt GTP	Avidin fluor	HRas wt GTP	Rab7 wt modul	Mcl1 Bid PPI	Rac1 mut GTP	Rac1 wt GTP bind	Rab2 wt GTP	Pf gametocyte	GSH bead fluor
1	Cc1ccc(NC(=O)COc2ccc3oc4c(c3c2)CCCC4)nc1	22	99	10	99	99	1	99	99	97	-11	33
2	O=C(Nc1ccccc1)Nc1cc(S(=O)(=O)N2CCOCC2)ccc1N1CCCC1	36	97	12	97	97	-19	96	99	96	/	6
3	Cc1ccn2cc(-c3ccc4c(c3)NC(=O)CO4)nc2c1	25	94	12	94	91	-31	95	93	96	-1	13
4	CC(C)CNC(=S)Nc1ccc(F)cc1	10	102	12	100	101	-17	98	105	101	2	16
5	Cc1sc(NC(=O)c2ccco2)c(CN2CCN(c3ccccn3)CC2)c1C	6	100	20	100	95	-41	98	103	100	/	23
6	Cc1ccc(C(=O)NC(=S)NCc2ccco2)cc1	23	?	25	?	?	-34	?	?	?	-17	9
7	Cc1cc(OCCN2CCCC2)cc(C(C)C)c1	32	102	5	105	106	5	99	103	101	-15	17
8	COc1ccc(Nc2cc(C(=O)NCc3ccccn3)c3ccccc3n2)c(OC)c1	2	97	21	99	106	-49	94	93	97	/	7
9	CCCN(CCC)C(=O)Cn1ccc(=N)c2ccccc21	5	103	4	103	103	5	99	103	103	8	16
10	CCc1ccc(-c2c(C)sc(NC(C)=O)c2C(N)=O)cc1	7	?	8	?	?	-45	?	?	?	-13	21
11	Cc1cc(C)c(N(C(=O)CN2C(=O)c3ccccc3S2(=O)=O)C(C(=O)NCC2CCCO2)c2ccc(F)cc2)c(C)c1 (centres undefined)	8	100	14	100	98	-5	99	102	98	1	17
12	C=CCn1c(-c2sc(-c3ccccc3)nc2C)n[nH]c1=S	11	90	21	95	95	-32	92	95	94	13	12
13	CCCCNC(=O)c1onc(CSc2ccc(C)c(C)c2)c1C(=O)O	-1	97	15	96	98	11	93	97	94	-42	26
14	CCOC(=O)CC(NC(=O)c1cccc2c1C(=O)N(Cc1cccnc1)C2)c1ccc(OCC)c(OC)c1 (centres undefined)	1	95	10	96	98	14	96	99	97	/	10
15	Cc1c(C(=O)NCc2ccc3c(c2)OCO3)oc2ccccc12	-3	99	4	99	97	-2	99	102	97	/	59
16	COc1ccc(C2C=C(c3ccc(C)c(C)c3)Nc3ncnn32)c(OC)c1OC (centres undefined)	14	103	22	101	99	-15	99	108	101	/	14
17	O=C1CC(N2CCc3ccccc32)C(=O)N1c1ccc(F)cc1 (centres undefined)	0	96	13	95	98	-69	95	100	94	-15	21
18	COc1ccc(S(=O)(=O)N(CC(=O)N2CCN(c3ccccc3)CC2)c2ccccc2)cc1	-3	102	13	99	98	-32	99	101	101	-14	35
19	COc1ccc(/C=C/CN2CCN(Cc3ccc(F)cc3)C(CCO)C2)cc1 (centres undefined)	-2	97	11	102	107	-34	98	105	100	8	12
20	COc1cc(C(=O)Nc2cc(Cl)ccc2C)c(-n2cnnn2)cc1OC	3	104	9	103	100	-9	101	107	101	-3	34

Screen by screen, from the results shown:
Compounds 1–4 in Rac1 wt GTP bind, in turn: 99, 99, 93, 105
Compounds 1–4 in Rab7 wt modul, in turn: 99, 97, 91, 101

Next records.
No.	mol	Mcl1-Noxa inh	Cdc42 wt GTP	Avidin fluor	HRas wt GTP	Rab7 wt modul	Mcl1 Bid PPI	Rac1 mut GTP	Rac1 wt GTP bind	Rab2 wt GTP	Pf gametocyte	GSH bead fluor
21	COc1ccc(-c2cnnn2-c2ccc(NC(=O)c3ccco3)cc2)cc1OC	17	102	9	102	103	-15	99	100	101	-24	16
22	N#C/C(=C\c1ccc(N2CCCCC2)c([N+](=O)[O-])c1)c1nn(-c2ccccc2)c(N)c1C#N	14	98	13	98	93	-6	94	100	96	/	9
23	O=C(NCC1CCN(Cc2ccccc2Cl)CC1)Nc1cccc(Cl)c1	3	106	10	104	107	-18	101	112	104	-16	11
24	CCCC1=C(C(=O)OCC)C(c2ccc(OC)c(CSc3ccccn3)c2)C(C#N)=C(N)O1 (centres undefined)	9	96	6	101	106	-14	98	98	103	7	14
25	CC(SCc1ccccc1)C(=O)N/N=C/c1ccc(OCC(=O)NCc2ccco2)cc1 (centres undefined)	6	99	9	90	94	-18	94	96	93	/	13
26	COCCNC(=O)/C(C#N)=C/c1ccc(-c2ccc(S(=O)(=O)N3CCOCC3)cc2)o1	19	105	5	102	101	-16	100	109	101	5	6
27	O=C(CN(Cc1ccccc1Cl)C(=O)c1ccc(CN2CCOCC2)o1)NCC1CCCO1 (centres undefined)	1	104	10	106	104	-6	101	105	103	-23	30
28	COc1cc(-c2nnn(CC(=O)N3CCOCC3)n2)cc(OC)c1OC	-9	102	6	102	97	12	99	101	99	/	13
29	CC1CCCN(c2nc3c(c(=O)[nH]c(=O)n3C)n2CCSc2ncccn2)C1 (centres undefined)	-13	97	6	97	105	-9	97	101	102	/	18
30	CCOC(=O)C/C(C)=N/NC(=O)COc1ccccc1C	11	103	17	98	98	-43	98	104	97	28	13
31	Cc1onc(-c2ccccc2)c1C(=O)N/N=C/C(Br)=C/c1ccccc1	44	102	3	98	98	7	99	104	98	6	10
32	COc1ccc(-c2nc(NC(=O)c3[nH]c(C)c(C(C)=O)c3C)sc2C)cc1	17	98	6	96	95	-33	98	97	94	-14	19
33	COc1ccc(-c2cc(CNS(=O)(=O)c3ccccc3)on2)cc1	-17	94	23	99	96	-3	98	102	94	/	12
34	CCCCn1c(=O)[nH]c(=O)c2c1nc(-c1ccsc1)n2Cc1ccccc1	2	99	36	99	98	-9	97	99	98	/	18
35	CCOCC(=O)Nc1nnc(COc2ccc(Cl)cc2)s1	-9	104	25	102	101	10	101	109	104	/	19
36	CCOc1cc(C(=O)NCCCn2ccnc2)cc(OCC)c1OCC	-3	100	12	100	101	1	100	102	98	-23	3
37	COc1ccccc1N1C(=O)C2C(c3ccc(F)cc3)NN(C(=O)c3ccc(C)cc3)C2C1=O (centres undefined)	16	96	11	96	88	-34	97	99	95	16	13
38	O=[N+]([O-])c1cccc(C2=NC(c3ccccc3)CO2)c1 (centres undefined)	2	99	11	100	98	-5	98	100	98	/	18
39	CCOc1ccc(-c2nc(C#N)c(N3CCCCCC3)o2)cc1	7	102	18	100	97	15	100	105	99	/	20
40	Cn1ccnc1SCC(=O)Nc1nc2ccccc2s1	18	93	9	97	94	-17	96	96	98	-2	16
41	CCCNC(=O)c1ccc2c(c1)C1C3CCC(C3)C1C(c1ccccc1)N2 (centres undefined)	2	104	11	105	105	-18	103	107	103	4	12
42	O=C(Nc1ccc(Cl)cc1)c1cccc(N2C(=O)C3C4CCC(C4)C3C2=O)c1 (centres undefined)	3	100	14	98	98	6	99	100	99	-20	20
43	CCCN(CCC)CCCNC(=O)C1c2cc(OC)c(OC)cc2C(=O)N(C)C1c1cccs1 (centres undefined)	-1	101	34	100	94	-4	99	103	100	/	26
44	O=C(N[C@@H](Cc1ccccc1)C(=O)O)c1ccncc1	25	94	6	97	106	94*	98	99	98	/	21
45	O=C(C1=C[C@H](c2csc3ccccc23)C[C@H](OCCCCO)O1)N1CCN(Cc2ccccc2)CC1	4	94	6	92	95	-4	91	93	93	/	21
46	COc1ccc(NC(=O)c2c(Cl)nc3ccccn23)cc1	14	97	11	94	90	-10	93	95	93	-4	13
47	CCCC(=O)N1CCc2[nH]c3ccccc3c2C1	25	101	7	98	97	-2	99	105	103	13	28
48	CCNC(=O)COC(=O)C1C(C(=O)OCC)=C(C)NC(C)=C1C(=O)OCC	5	99	8	99	97	-88	99	101	98	/	16
49	Cc1cc(OC(=O)c2ccccc2Cl)cc(=O)n1C	-2	99	23	98	95	-67	96	100	96	16	8
50	CC(/C=C1\SC(=S)N(NC(=O)c2ccc(C)cc2)C1=O)=C\c1ccccc1	7	90	18	92	92	-9	89	89	89	/	19
51	Cc1ccc2c(c1)c(C)cc(=O)n2CCC(=O)O	34	102	15	102	99	-11	97	97	100	-5	10
52	CCOc1ccc(S(=O)(=O)NCc2ccncc2)cc1	9	98	5	100	103	-13	99	102	102	0	36
53	Nc1nc(NC(=O)CCCC(=O)O)nn1-c1ccccc1	/	99	11	96	95	-8	94	92	95	/	31
54	C/C=C/C(=O)OCC(=O)Nc1ccc(C)c(S(=O)(=O)N(C)C)c1	15	99	11	99	108	-13	93	98	102	/	15
55	CC(=O)c1cccc(NC(=O)c2csc(-n3nc(C)cc3C(F)(F)F)n2)c1	-21	102	13	103	100	-1	99	102	102	-3	23
56	N#Cc1cc(-c2ccccc2)nnc1Oc1ccccc1Cl	5	?	44	?	?	-1	?	?	?	1	12

Pulled by structure from above:
No.	mol	Mcl1-Noxa inh	Cdc42 wt GTP	Avidin fluor	HRas wt GTP	Rab7 wt modul	Mcl1 Bid PPI	Rac1 mut GTP	Rac1 wt GTP bind	Rab2 wt GTP	Pf gametocyte	GSH bead fluor
56	N#Cc1cc(-c2ccccc2)nnc1Oc1ccccc1Cl	5	?	44	?	?	-1	?	?	?	1	12
48	CCNC(=O)COC(=O)C1C(C(=O)OCC)=C(C)NC(C)=C1C(=O)OCC	5	99	8	99	97	-88	99	101	98	/	16

One compound at a time (already shown). Screens in order: Mcl1-Noxa inh, Cdc42 wt GTP, Avidin fluor, HRas wt GTP, Rab7 wt modul, Mcl1 Bid PPI, Rac1 mut GTP, Rac1 wt GTP bind, Rab2 wt GTP, Pf gametocyte, GSH bead fluor
Listed for O=C(C1=C[C@H](c2csc3ccccc23)C[C@H](OCCCCO)O1)N1CCN(Cc2ccccc2)CC1 → 4, 94, 6, 92, 95, -4, 91, 93, 93, /, 21
Listed for CCCNC(=O)c1ccc2c(c1)C1C3CCC(C3)C1C(c1ccccc1)N2 (centres undefined) → 2, 104, 11, 105, 105, -18, 103, 107, 103, 4, 12
Listed for COc1ccc(NC(=O)c2c(Cl)nc3ccccn23)cc1 → 14, 97, 11, 94, 90, -10, 93, 95, 93, -4, 13
